CHRM5 PAM – human M5 muscarinic receptor positive allosteric modulators, primary screen, CHO-K1 cells, Fluo-8 calcium fluorescence. activation, % at 3 µM. hit rate 0.3% among 360,000. CHO-K1 hM5, ACh EC20 PAM; 0% = ACh EC20, 100% = ACh EC100. Muscarinic acetylcholine receptor M5 (Homo sapiens), P08912;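 active = activation above the run cutoff, the mean activation of all test compounds plus 3 SD, cut at about 18% in these data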
Target sequence (P08912 whole entry, looked up): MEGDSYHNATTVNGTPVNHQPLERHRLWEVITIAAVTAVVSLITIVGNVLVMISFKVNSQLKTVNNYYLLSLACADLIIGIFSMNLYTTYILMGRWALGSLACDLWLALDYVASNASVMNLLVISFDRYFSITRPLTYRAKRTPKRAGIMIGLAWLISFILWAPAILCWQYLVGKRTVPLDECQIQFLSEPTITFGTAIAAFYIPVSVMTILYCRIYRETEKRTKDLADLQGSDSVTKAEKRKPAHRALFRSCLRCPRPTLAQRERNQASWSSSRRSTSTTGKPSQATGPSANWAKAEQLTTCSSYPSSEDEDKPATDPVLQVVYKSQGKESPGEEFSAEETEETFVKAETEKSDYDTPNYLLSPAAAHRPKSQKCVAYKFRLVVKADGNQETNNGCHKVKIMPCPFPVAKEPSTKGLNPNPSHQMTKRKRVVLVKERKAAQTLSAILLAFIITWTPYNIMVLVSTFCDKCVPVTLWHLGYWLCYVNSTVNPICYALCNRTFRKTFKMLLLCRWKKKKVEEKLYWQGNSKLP
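System: CHO-K1 cell line with stable human muscarinic M5 receptor expression | Also added: EC20 acetylcholine as agonist stimulus | Compound: One concentration, 3 µM final (nominal) | Timing: Fluo-8 loading 80 min at 37 °C plus 30 min room temperature | Measured by: Fluo-8 calcium dye fluorescence, kinetic read | Read-out basis: % activation, ACh-normalized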
CHRM4 antagonist – human M4 muscarinic receptor antagonists, primary screen, CHO cells, Fluo-8 calcium fluorescence; Muscarinic acetylcholine receptor M4 (Homo sapiens), P08173; CHO-hM4 cells, ACh EC80; inhibition, % at 3 µM; hit rate 0.73% among 360,000;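 active = inhibition above its plate's cutoff, the mean inhibition of sample wells plus 3 SD, cut at about 27% in these data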;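 note: 0% = acetylcholine EC80 with DMSO and 100% = DMSO without agonist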
Target sequence (P08173 whole entry, looked up): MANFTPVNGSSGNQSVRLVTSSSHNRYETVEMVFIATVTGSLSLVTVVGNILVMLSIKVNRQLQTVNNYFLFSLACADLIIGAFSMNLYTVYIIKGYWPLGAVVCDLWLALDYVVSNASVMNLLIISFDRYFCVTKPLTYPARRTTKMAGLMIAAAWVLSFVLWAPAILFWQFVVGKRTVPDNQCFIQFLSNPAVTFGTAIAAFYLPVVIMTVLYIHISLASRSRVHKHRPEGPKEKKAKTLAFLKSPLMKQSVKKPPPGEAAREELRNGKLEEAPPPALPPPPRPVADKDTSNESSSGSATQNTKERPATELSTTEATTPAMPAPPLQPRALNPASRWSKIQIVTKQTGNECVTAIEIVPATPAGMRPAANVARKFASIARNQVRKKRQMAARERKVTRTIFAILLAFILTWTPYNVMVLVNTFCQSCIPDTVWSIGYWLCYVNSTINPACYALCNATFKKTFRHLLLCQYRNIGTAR
CHRM4 PAM – human M4 muscarinic receptor positive allosteric modulators, primary screen, CHO-K1 cells, Fluo-8 calcium fluorescence; Muscarinic acetylcholine receptor M4 (Homo sapiens), P08173; CHO-K1 hM4/Gqi5, ACh EC20; 0% = ACh EC20, 100% = maximal ACh; activation, % at 3 µM; hit rate 0.4% among 360,000;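 active = activation above its plate's cutoff, the mean activation of sample wells plus 3 SD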; note: some results filed as inactive read as strong as hits
M1 PAM parental – nonselective calcium activators in parental CHO-K1 cells, primary screen, counter-screen for M1 PAM project, cell-based, Fluo-8 calcium fluorescence, full deck, 1536-well; ATP EC20; 0% at ATP EC20, 100% at ATP max; activation, % at 3 µM; hit rate 0.02% among 360,000;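 active = activation above the run cutoff, the mean activation of all test compounds plus 3 SD, cut at about 40% in these data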;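 note: peak over basal fluorescence ratio in a 140 s read after ATP addition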
CHRM5 antagonist – human M5 muscarinic receptor antagonists, primary screen, CHO cells, Fluo-8 calcium fluorescence | Muscarinic acetylcholine receptor M5 (Homo sapiens), P08912 | CHO-hM5 cells, ACh EC80 | inhibition, % at 3 µM | hit rate 0.59% among 360,000 | AID 624040, 2012;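 active = inhibition above a per-plate cutoff, the mean of that plate's test compounds plus 3 SD, cut at about 27% in these data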;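 note: 0% = acetylcholine EC80 with DMSO and 100% = DMSO without agonist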
M4 ag – human M4 muscarinic receptor agonists, primary screen, CHO-K1 cells, Fluo-8 calcium fluorescence | activation, % at 3 µM | CHO-K1 hM4/Gqi5; vehicle 0%, full acetylcholine response 100% | AID 624127, 2012 | hit rate 0.14% among 360,000 | Muscarinic acetylcholine receptor M4 (Homo sapiens), P08173;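 active = activation above the run mean over all test wells plus 3 SD, cut at about 32% in these data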;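 note: peak over basal fluorescence ratio per well then scaled between controls; 0% = DMSO wells and 100% = acetylcholine at EC100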
CHO-K1 Ca antag – nonselective inhibitor or artifact in parental CHO-K1 cells; ATP-induced calcium, Fluo-8 fluorescence; inhibition, % at 3 µM; hit rate 0.6% among 360,000; AID 602250;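 active = inhibition above a per-plate cutoff, the plate's mean sample inhibition plus 3 SD, cut at about 24% in these data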;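 note: 0% = DMSO plus EC80 ATP and 100% = DMSO alone without ATP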
M1 ag parental – counter-screen for M1 agonists: effect in parental CHO-K1 cells; Fluo-8 calcium fluorescence; scaled to maximal ATP response, vehicle zero; activation, % at 3 µM; hit rate 0.48% among 360,000; AID 602248, 2012; in the data active = activation above about 15%;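 note: untransfected CHO-K1 host cells lacking M1 receptor as counterscreen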
CHRM5 agonist – human M5 muscarinic receptor agonists, primary screen, CHO-K1 cells, Fluo-8 calcium fluorescence; AID 624037, 2012; CHO-K1 hM5 cells; 0% DMSO wells, 100% maximal acetylcholine response; Muscarinic acetylcholine receptor M5 (Homo sapiens), P08912; activation, % at 3 µM; hit rate 0.19% among 360,000;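 active = activation above the run's mean over test compounds plus 3 SD, cut at about 23% in these data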;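 note: signal is peak over basal fluorescence ratio across the kinetic read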
Starred values were filed as active, the others as inactive; & = joins results of further samples.

SMILES	CHRM5 PAM	CHRM4 antagonist	CHRM4 PAM	M1 PAM parental	CHRM5 antagonist	M4 ag	CHO-K1 Ca antag	M1 ag parental	CHRM5 agonist
COc1ccc(CN2C(=O)c3c(c(C)n(C)c3C)C2C(=O)NC2CCC(C)CC2)cc1 (stereo unspecified)	-11	6	-8	7	15	14	-19	3.3	-1
CC1C(=O)N(Cc2cn(CCC3OCCO3)nn2)CCS(=O)(=O)N1Cc1ccc(-c2ccccc2)cc1 (stereo unspecified)	-2	-19	5	6	6	5	2	2.1	-1
CCOc1ccc(NC(=O)c2ccc(CNc3c(N4CCCC4)c(=O)c3=O)cc2)cc1	-1	5	-6	17	2	0	-6	0.7	-2
COc1ccc(S(=O)(=O)N(CC(=O)Nc2ccc3c(c2)OCO3)c2ccccc2OC)cc1	-16	0	5	-6	15	11	8	5.3	1
COc1ccccc1-n1c(=S)[nH]c2c(sc(=S)n2-c2ccc(C)cc2C)c1=O	0	2	3	11	3	1	1	4.4	-1
CCc1ccc(NC(=O)C(C)Sc2nc(-c3ccco3)c(C#N)c(=O)[nH]2)cc1 (stereo unspecified)	-4	-26	0	5	7	1	-4	-0.4	-4
CCc1ccccc1N/N=C(/C)c1c(O)cc(C)oc1=O	6	3	-6	3	-3	0	-18	0.4	8
Cc1cc(Cl)ccc1C(O)c1ncc(-c2ccccc2Cl)[nH]1 (stereo unspecified)	-3	-15	-1	13	3	5	-9	0.8	1
Cc1ccc(S(=O)(=O)N(CC(=O)NCCC2=CCCCC2)Cc2ccccc2)cc1	-6	-15	-5	13	11	-1	3	0.7	-4
CC(C)Nc1nc(SCC(N)=O)nc(N2CCOCC2)n1	-7	-3	0	5	3	0	-29	0.4	2
O=S(=O)(c1ccccc1)N(Cc1ccccc1)c1ccccn1	-1	-13	13	28	0	-4	-11	0.4	-6
O=C(OCc1ccccc1)C1=[N+]([O-])OC(C(=O)OCc2ccccc2)C1c1c[nH]c2ccccc12 (stereo unspecified)	0	-4	13	5	-4	3	2	-0.1	-1
O=S(=O)(c1ccc(Cl)cc1)n1ccc2cccnc21	-7	1	-1	-4	7	-1	9	0.0	-4
Cc1cccc(C(C)(C)C)c1OCCn1ccnc1	-6	-3	2	12	7	4	-4	1.6	-12
Cc1ccc(C(=O)Nc2ccc(OCc3ccccc3)cc2)s1	-1	-3	-8	-1	2	0	-3	0.7	-2
O=C(CCCn1c(=O)[nH]c2cc(Cl)ccc2c1=O)NCCCN1CCCC1	-2	-15	9	31	-6	1	-20	0.7	-5
COc1ccc(-c2csc3ncn(Cc4ccccc4)c(=O)c23)cc1	-9	-5	1	11	1	3	0	-0.1	-6
COc1ccc(OC)c(/C=C/C(=O)N2C(=O)c3cccc(N)c3C2=O)c1	-1	1	-1	-1	1	1	4	0.0	-1
O=S(=O)(/N=C(/Nc1ccc(Cl)c(S(=O)(=O)Nc2ccccc2Cl)c1)c1ccc(F)cc1)c1ccccc1	-8&-11	-4&-2	-3&-6	10&22	11&12	7&5	-5&0	0.4&4.8	-4&-4
Cc1nn(C)c(Cl)c1C(=O)NCC(=O)NCc1ccccc1	7	5	-1	11	-3	1	4	0.1	2
Cc1onc(-c2ccccc2)c1C(=O)NNC(=O)c1ccccc1O	-2	-16	8	9	-2	1	-10	1.1	-1
O=C(O)c1cc([N+](=O)[O-])c(NCCC2=CCCCC2)c([N+](=O)[O-])c1	-1	2	-5	13	8	0	-16	0.0	1
O=C(Nc1cccnc1)c1cccc(F)c1	2	-16	5	22	0	1	-4	0.5	-1
CCOC(=O)Cn1nc(C)n(-c2ccc(C(C)C)cc2)c1=O	9	7	2	14	-6	0	7	0.5	3
Cc1ccccc1C(=O)Nc1nnc(CC(=O)N/N=C/c2ccco2)s1	1	1	21	26	2	1	-11	1.0	-3
Cc1ccc(S(=O)(=O)/C(=C/Cl)NC(=O)c2ccccc2)cc1	-5	5	-4	-3	2	0	-5	0.0	1
CC(NCC(=O)Nc1cc(S(=O)(=O)N2CCOCC2)ccc1N1CCOCC1)c1ccco1 (stereo unspecified)	4	-3	6	17	1	3	-12	1.4	0
CC(=O)C(Cc1ccccc1)NC(=O)COC(=O)CCN1C(=O)C2CC=CCC2C1=O (stereo unspecified)	-5	-9	5	13	3	2	-7	2.3	5
C(=C\c1cccc2ccccc12)/c1nnc(-c2cccs2)o1	-2	9	-5	15	-1	1	-5	0.3	-2
O=C(c1cc2cc(Cl)ccc2oc1=O)N1CCOCC1	6	-1	-1	-6	-6	1	-7	-0.1	-2
CCCC1=[N+](CC)CCn2c(C)ccc21	-2	6	-1	-9	10	0	5	-0.1	-3
CCCN(CC(=O)Nc1ccccc1C)C(=O)c1cc(C)oc1C	2	4	4	20	7	1	-14	0.1	2
COC(CNC(=O)c1cc(Sc2nnc(C)s2)nc2ccccc12)OC	0	-5	4	10	4	2	6	1.3	-2
C=CCn1c(C(CCCC)CC(O)COCC(C)C)n[nH]c1=S (stereo unspecified)	-5	0	2	13	17	1	-4	0.2	2
CCC(CO)Nc1ncnc2c1cnn2-c1ccc(Cl)cc1 (stereo unspecified)	-7	-8	-6	14	5	13	1	5.5	4
CCOC(=O)C1=CNS(=O)(=O)NC1c1ccc(C(F)(F)F)cc1 (stereo unspecified)	-5	-6	-4	-8	2	1	-10	0.3	1
Cc1cc(C)c(S(=O)(=O)Nc2cccnc2)c(C)c1	-1	15	-11	24	-3	0	-12	0.8	-1
O=c1[nH]c(C2CCN(S(=O)(=O)c3ccc4c(c3)OCCO4)CC2)nc2c1nnn2Cc1ccccc1F	3	2	3	-9	-5	0	9	-0.2	-3
CN(CC(=O)N1CCN(c2ccc(F)cc2)CC1)S(=O)(=O)c1ccc(F)cc1	-8	-8	1	4	5	3	1	0.7	0
C[C@H]1CN([C@@H](C)CO)C(=O)CCCn2nncc2CO[C@@H]1CN(C)Cc1ccc(C(F)(F)F)cc1	1	14	-7	19	3	0	-7	0.3	1

Whole records as entered above. Values in the order: CHRM5 PAM	CHRM4 antagonist	CHRM4 PAM	M1 PAM parental	CHRM5 antagonist	M4 ag	CHO-K1 Ca antag	M1 ag parental	CHRM5 agonist
CCCC1=[N+](CC)CCn2c(C)ccc21 reads -2	6	-1	-9	10	0	5	-0.1	-3
O=c1[nH]c(C2CCN(S(=O)(=O)c3ccc4c(c3)OCCO4)CC2)nc2c1nnn2Cc1ccccc1F reads 3	2	3	-9	-5	0	9	-0.2	-3

Next section:
SMILES	CHRM5 PAM	CHRM4 antagonist	CHRM4 PAM	M1 PAM parental	CHRM5 antagonist	M4 ag	CHO-K1 Ca antag	M1 ag parental	CHRM5 agonist
Cc1cc(C)c2[nH]c(=O)c(CN(Cc3cccs3)C(=S)NCc3ccco3)cc2c1	-11	-3	-6	19	10	7	-11	3.8	-1
Cc1cc(C)c(NC(=O)c2ccc(CNS(=O)(=O)c3cc(C(F)(F)F)ccc3Cl)cc2)c(C)c1	-5	-3	3	1	2	2	-5	0.6	-1
O=C(Nc1ccccc1)c1c(F)c(F)c(F)c(F)c1F	-3	-1	3	23	-4	3	-16	4.0	-1
COC(=O)c1cc2c(ccn2C)n1C	6	10	-5	15	-5	-1	-14	0.1	-2
CCOc1cc(CN2CCN(C(=O)c3ccco3)CC2)ccc1OC	-10	-2	1	1	2	1	-8	0.4	-3
CCN1CCN(c2ccc(S(=O)(=O)N3CCCCC3)cc2NC(=O)COc2cc(C)ccc2Cl)CC1	-2	-8	-4	14	9	10	-4	3.8	-4
COCCCN1C(=O)C(CC(=O)NCc2cccs2)CC(C(=O)N2CCCCCC2)=C1C (stereo unspecified)	-4	-5	2	16	3	1	-19	1.1	1
COc1ccc2oc(C(=O)OCC(=O)N3CCC(C)CC3)c(C)c2c1	-2	9	-5	-14	19	5	1	1.8	-3
O=C(Nc1ccc(F)cc1)C1CC(=O)n2ncnc2N1 (stereo unspecified)	8	-4	-4	8	-4	1	-19	1.5	1
COC(=O)[C@H](Cc1ccccc1)NC(=O)NC(C)CCc1ccccc1 (stereo partly specified)	-13	19	-9	-24	12	6	15	6.2	2
CCOCc1nc2nc(Cl)c(Cl)nc2[nH]1	-2	-15	-2	12	5	1	-13	1.2	1
O=C(NCc1cccc(F)c1)c1ccc2nc(N3CCOCC3)sc2c1	-3	-1	0	14	-2	4	7	6.0	2
COc1ccc(C(C)=O)cc1CSc1nnc(Nc2ccccc2)s1	-11	-10	-10	16	-1	7	-2	3.6	-1
O=C(O)Cc1c[nH]c2ccc(O)cc12	-1	1	1	15	-8	1	1	1.3	1
CCn1c(-c2ccc(C)cc2)nn(CC(=O)NCCc2ccccc2)c1=S	4	-1	-3	22	-7	-1	-12	0.5	-2
COc1ccccc1NS(=O)(=O)c1ccc(C(=O)NCc2ccncc2)cc1	-4	-2	5	16	12	3	-16	3.2	4
O=C1CCC/C(=N\NC(=O)c2ccc(COc3ccccc3-c3ccccc3)cc2)C1	3	1	0	18	9	5	-11	3.1	-6
O=C(CCNC(=O)c1ccc(Br)cc1)NCCCc1ccccc1	3	-2	6	-1	1	3	13	0.7	-1
Cc1ccc(C)c(C(=O)COC(=O)c2c(-c3ccccc3)noc2C)c1	2	-1	3	3	0	-1	3	-0.5	-5
COc1ccc(N2CCN(C(=O)COC(=O)c3ccco3)CC2)cc1	1	2	11	3	5	1	-7	0.9	-5
COc1ccc(/C=C2\SC(=S)N(CCC(=O)Nc3ccc(C(=O)O)cc3)C2=O)cc1	1	-5	6	-16	10	1	2	0.0	0
CC1(C)CC2CC(C)(CN2C(=O)COC(=O)c2cc(Cl)cc(Cl)c2N)C1 (stereo unspecified)	4	-3	7	3	-2	0	-12	-0.2	1
COc1ccc(OC)c([C@@H]2OCCC=C[C@H]2C)c1	-2	-6	7	-14	6	1	-4	-0.4	6
COc1ccc2c(CCNC(=O)Nc3ccccc3)c[nH]c2c1	2	2	-5	6	-1	5	11	1.1	3
O=S(=O)(NCCc1csc(-c2cccnc2)n1)c1cccc(F)c1	0	-1	4	10	-2	4	-15	3.1	1
C/C(=N\Nc1ccc(Cl)cc1)c1ccncc1	-5	-7	-4	1	-3	0	-1	0.2	-6
O=C(O)/C=C/C(=O)Nc1cccc2c1-c1ccccc1C2=O	-4	-3	1	3	7	0	-5	0.8	0
Cc1nn(Cc2c(F)c(F)c(F)c(F)c2F)c(C)c1NC(=O)c1ccc(COc2ccccc2Cl)o1	-8	8	-7	7	3	6	-16	3.0	-1
CCNc1nc(NC(C)C)nc(OCCOC(=O)Nc2ccccc2)n1	-3	-2	-3	6	3	6	-18	3.6	4
Cc1cc(C)nc(NC(=S)Nc2cccc(F)c2)c1	-2	-4	-15	21	3	-1	-8	0.1	3
Cc1c(Br)c([N+](=O)[O-])nn1CC(=O)NCc1cccnc1	-2	4	-3	11	0	1	-11	0.3	-3
CC(C)CC(=O)N/N=C/c1c(N)n(C)c(=O)n(C)c1=O	3	-10	-4	-26	6	0	8	0.0	1

Source: PubChem BioAssay
